Screening results (PubChem BioAssay)
POLB inh: inhibitors of human DNA polymerase beta; P06746; Pol beta primer extension/strand displacement, fluorescence kinetic; Potency, µM (series often up to 114 µM), inactives show at the top dose activity change, negative = inhibition, most hits filed as inhibitors; 340,000 compounds, 1.3% hits; also: potency is read from the fitted curve at half-maximal effect; % is scaled to controls: 0 for no effect and ±100 for the full control effect
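Pol beta (10 nM) was preincubated with compound for 15 min at room temperature. The reaction was then started with 50 nM substrate and read immediately and after a further 10 min at room temperature.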
Pol eta inh: blocks human DNA polymerase eta activity; recombinant Pol eta, fluorescent DNA replication assay; Potency, µM (series often up to 114 µM), for inactives: top-dose activity change, negative = inhibition, usual class: inhibitors; 390,000 compounds, 1.2% hits; also: potency is read from the fitted curve at half-maximal effect; % is scaled to controls: 0 for no effect and ±100 for the full control effect
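Pol eta at 10 nM preincubated with compounds 15 min at room temperature; reaction started with fluorescent substrate (50 nM final) and read kinetically at 0 and 10 min.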
Pol kappa inh: blocks human DNA polymerase kappa activity; Potency, µM (series often up to 107 µM), for inactives: at the top dose activity, negative = inhibition, most hits filed as inhibitors; Q9UBT6; purified Pol kappa, fluorescent DNA synthesis assay, 10 min; 400,000 compounds, 0.53% hits; also: potency is read from the fitted curve at half-maximal effect; % is scaled to controls: 0 for no effect and ±100 for the full control effect
Target sequence (Q9UBT6 whole entry, looked up): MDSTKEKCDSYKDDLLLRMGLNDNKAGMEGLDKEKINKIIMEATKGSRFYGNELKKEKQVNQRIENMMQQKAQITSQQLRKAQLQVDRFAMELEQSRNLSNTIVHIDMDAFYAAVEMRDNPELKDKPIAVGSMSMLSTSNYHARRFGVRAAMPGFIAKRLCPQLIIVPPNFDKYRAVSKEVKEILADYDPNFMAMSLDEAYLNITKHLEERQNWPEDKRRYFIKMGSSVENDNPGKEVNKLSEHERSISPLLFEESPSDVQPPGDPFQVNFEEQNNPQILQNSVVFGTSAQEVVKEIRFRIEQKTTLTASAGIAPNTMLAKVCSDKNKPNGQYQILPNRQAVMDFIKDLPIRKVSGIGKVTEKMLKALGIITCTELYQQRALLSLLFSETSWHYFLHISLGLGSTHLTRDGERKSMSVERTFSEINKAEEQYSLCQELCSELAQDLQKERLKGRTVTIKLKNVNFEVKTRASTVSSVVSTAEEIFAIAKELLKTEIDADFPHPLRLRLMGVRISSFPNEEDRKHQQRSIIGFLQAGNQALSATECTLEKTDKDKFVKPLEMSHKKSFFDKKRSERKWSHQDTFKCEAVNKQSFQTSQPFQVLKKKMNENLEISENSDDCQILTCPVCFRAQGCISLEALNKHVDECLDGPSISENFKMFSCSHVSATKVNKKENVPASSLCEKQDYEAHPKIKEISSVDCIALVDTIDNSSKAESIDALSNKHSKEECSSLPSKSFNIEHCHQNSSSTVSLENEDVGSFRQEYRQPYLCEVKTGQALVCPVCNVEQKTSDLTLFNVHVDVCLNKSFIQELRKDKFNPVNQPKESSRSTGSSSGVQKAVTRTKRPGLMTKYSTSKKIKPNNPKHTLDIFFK
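Enzyme at 10 nM met test compounds for 15 min at room temperature. Substrate addition (50 nM final) began the reaction, which was monitored by fluorescence at 0 and 10 min.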
PGK inhibitor: inhibitors of T. brucei phosphoglycerate kinase; PGK/GAPDH coupled, Kinase-Glo luminescence, 60 min; Potency, µM (titrated, usually from 57.5 µM), without a hit: top-dose activity change, negative = inhibition, usual class: inhibitors; 380,000 compounds, 0.043% hits; also: potency is read from the fitted curve at half-maximal effect; % is scaled to controls: 0 for no effect and ±100 for the full control effect; nearly all actives have a fitted effect of over 60% in size
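Recombinant glycosomal PGK reaction used 1,3-bisphosphoglycerate generated in-well by GAPDH (100nM final) in 100mM TEA pH 7.6, 5mM MgCl2, 0.01% Tween-20. After 60 minutes at room temperature, ATP was read by Kinase-Glo Plus luminescence end-point.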
APEX1 inh: blocks human APE1 abasic DNA cleavage; P27695; recombinant APE1, TAMRA/BHQ-2 abasic DNA cleavage fluorescence; Potency, µM (highest dose often 65.8 µM), for inactives: at the top dose activity change, negative = inhibition, actives largely listed as inhibitors; 350,000 compounds, 0.35% hits; AID 2517;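 also: potency is read from the fitted curve at half-maximal effect; plate controls were vehicle for no effect and reference inhibitor for full effect; nearly all actives have a fitted effect of over 55% in size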
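Readout is kinetic fluorescence (ex 525, em 598 nm) from cleavage of 50 nM TAMRA/BHQ-2 THF abasic duplex by 0.75 nM APE1, compound added 15 min beforehand at RT.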
RXFP1 antagonist: blocks the human relaxin receptor RXFP1 | activity change, negative = inhibition, % at 57.5 µM | HEK293-RXFP1, relaxin-stimulated cAMP HTRF, 30 min; stronger effect = lower value | AID 1259400 | Q9HBX9 | 350,000 compounds, 0.59% hits;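 active = activity change of -60% or lower, but not beyond a set lower limit; inconclusive = change between -60% and -40%, or beyond the set limit; inactive = change above -40%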; also: % is scaled to controls: 0 for no effect and ±100 for the full control effect
Anesthetic bind: candidate novel general anesthetic via apoferritin binding | P02791 | apoferritin/1-aminoanthracene competitive binding, fluorescence | Potency, µM (top dose mostly 77.5 µM), for the others: top-dose activity change, negative = displacement, most hits filed as inhibitors | 350,000 compounds, 0.074% hits | AID 485281; also: potency is read from the fitted curve at half-maximal effect; % is scaled to controls: 0 for no effect and ±100 for the full control effect; nearly all actives have a fitted effect of over 20% in size
Target sequence (P02791 2-175 limits assumed): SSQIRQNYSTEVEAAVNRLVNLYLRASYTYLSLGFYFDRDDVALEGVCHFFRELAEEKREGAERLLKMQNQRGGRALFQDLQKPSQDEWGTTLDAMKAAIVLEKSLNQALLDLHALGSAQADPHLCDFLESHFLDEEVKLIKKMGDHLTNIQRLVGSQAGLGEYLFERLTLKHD
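Probe: 1-aminoanthracene (50% saturated, PBS). Protein: horse-spleen apoferritin, 10 uM. Incubation: 10 min, room temperature. Detection: 380 nm excitation, 535 nm emission. Analysis: normalized response, four-parameter Hill.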
Pol iota inh: inhibitors of human DNA polymerase iota. Q9UNA4. Pol iota fluorescent replication assay, 10 min. Potency, µM (titrated, usually from 115 µM), for inactives: top-dose activity, negative = inhibition, actives largely listed as inhibitors. 390,000 compounds, 1% hits. AID 588590; also: potency is read from the fitted curve at half-maximal effect
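Pol iota at 10 nM preincubated 15 min with compounds at room temperature; reaction started with fluorescent substrate, 50 nM final. Fluorescence read kinetically at 0 and 10 min; buffer-only wells as negative control.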
BLM helicase inh: inhibitors of human Bloom syndrome helicase BLM. P54132. recombinant BLM DNA unwinding, fluorescence dequenching. Potency, µM (series often up to 56.1 µM), for the others: at the top dose activity change, negative = inhibition, most hits filed as inhibitors. 350,000 compounds, 0.2% hits. AID 2528;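 also: potency is read from the fitted curve at half-maximal effect; plate controls were vehicle for no effect and no enzyme for full effect; nearly all actives have a fitted effect of over 35% in size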
Active calls of the source: *; i = inactive; u = inconclusive; x = no result given; [ ] = another dose, or the depositor's remark. Unless noted, calls follow the shape of the dose curve; as a rule, active = well fitted curve in the direction sought with a large enough effect; inconclusive = small, poorly fitted or top-dose-only effect, or another doubt; inactive = no such curve, though single readings can be large; an effect the other way counts as inactive or inconclusive. Not all compounds are listed. The share of hits here may be higher or lower than overall.

compound	POLB inh	Pol eta inh	Pol kappa inh	PGK inhibitor	APEX1 inh	RXFP1 antagonist	Anesthetic bind	Pol iota inh	BLM helicase inh
CCOC(=O)c1c(NC(=O)CC2Nc3ccccc3NC2=O)sc(C)c1C (stereo not given)	-2%	-4%	0%	i	-6%	-14	5%	18%	0%
Nc1nc(=S)c2ncn(C3OC(CO)CC3O)c2[nH]1 (stereo not given)	x	-3%	-3%	-3%	x	-6	x	7%	x
O=C(O)c1ccccc1CSC1=NCCS1	6%	-2%	-1%	-2%	6%	-10	0%	-19%	1%
O=C(COC(=O)c1n[nH]c(=O)c2ccccc12)Nc1ccccc1F	x	1%	-1%	-3%	24%	-15	x	28%	x
CCc1cc2ccccc2nc1Cl	-19%	-7%	-20%	3%	-5%	-5	-2%	-15%	0%
CNC(=O)N(O)C1N(/N=C/c2cccs2)C(=S)SC1(C)C (stereo not given)	-1%	-3%	4%	i	-5%	-3	5%	13%	-2%
O=C(Nc1ccc2c(c1)OCO2)C1CCN(Cc2cc3c(cc2O)OCO3)CC1	-2%	-7%	-16%	i	3%	-3	-6%	-11%	-3%
O=C(O)C1C2C=CC(C2)C1C(=O)Nc1nccs1 (stereo not given)	2%	-16%	-3%	-7%	7%	1	-2%	1%	1%
Cc1cc(C)nc(SCCC(=O)N2CCOCC2)n1	14%	1%	5%	i	7%	-6	-2%	15%	1%
CNC(=O)c1ccc(NC(=O)COc2ccc(-c3nn(C)c(=O)c4ccccc34)cc2)cc1	26%	-14%	-4%	0%	x	x	28%	2%	0%
CCCCCOc1ccc(N2C(=O)CC(N(O)c3ccccc3)C2=O)cc1 (stereo not given)	-1%	-1%	-18%	-2%	-10%	-13	u	-1%	1%
COc1ccc(-c2onc(C)c2C)cc1S(=O)(=O)NCC1CCN(Cc2cccc(F)c2)CC1	1%	-8%	-3%	6%	x	-40	-14%	13%	1%

The results go on.
compound	POLB inh	Pol eta inh	Pol kappa inh	PGK inhibitor	APEX1 inh	RXFP1 antagonist	Anesthetic bind	Pol iota inh	BLM helicase inh
CC(NC(=O)c1ccccc1)c1nc2ccccc2n1Cc1ccccc1F (stereo not given)	-19%	x	x	x	-7%	x	u	x	1%
CC12CN3CC(C)(CN(C1)C3c1ccc(Br)cc1O)C2 (stereo not given)	11%	-10%	-8%	-2%	2%	8	u	7%	0%
O=P(COCCOCP(=O)(c1ccccc1)c1ccccc1)(c1ccccc1)c1ccccc1	4%	-2%	-22%	-3%	0%	0	-5%	3%	-1%
COC(=O)c1sccc1NC(=O)Nc1cccc(OC)c1	21%	-17%	-12%	-23%	5%	12	0%	-24%	-3%
COc1cccc(CN2CCC(Oc3ccc(C(=O)NCc4ccccn4)cc3)CC2)c1	-13%	-18%	-11%	1%	-6%	16	-8%	22%	2%
CCOC(=O)c1cnc(Nc2nc3ccccc3o2)nc1CSc1nnc(C)s1	x	0%	-11%	i	x	-7	x	-6%	x
Cc1cc(NC(=O)CN2C(=O)/C(=C/c3cccc(Br)c3)SC2=S)no1	1%	-11%	-7%	-2%	-4%	-8	-13%	-17%	-5%
CC(C)=CC(=O)OCC(=O)Nc1cccc([N+](=O)[O-])c1	1%[57.1 µM]	-21%	-1%	-5%	-1%	28	-11%	18%	0%
COc1ccc(N(CC(=O)NCc2ccccc2OC)S(=O)(=O)c2c(C)nn(C)c2C)cc1	2%	-10%	-10%	1%	0%	-4	-6%	-4%	3%
Cc1ccc(C(=O)N2CCN(c3ccc([N+](=O)[O-])c(NCc4cccnc4)c3)CC2)cc1	-7%	-18%	-8%	-8%	34%[activator]	-18	-13%	70%[activator]	1%
C=CC[C@H](CC(=O)N(CCO)Cc1ccccc1)C(=O)N[C@H](COC(=O)[C@@H](CC=C)CC(=O)OC(C)(C)C)Cc1ccccc1	x	-21%	3%	i	-24%	x	x	12%	x
CCC(C(=O)OCC(=O)N(CC)c1c(N)n(Cc2ccccc2)c(=O)[nH]c1=O)c1ccccc1 (stereo not given)	x	-5%	11%	-2%	-7%	-4	x	13%	x

Whole records, looked up by structure. Values in the order: POLB inh | Pol eta inh | Pol kappa inh | PGK inhibitor | APEX1 inh | RXFP1 antagonist | Anesthetic bind | Pol iota inh | BLM helicase inh
Record of CC12CN3CC(C)(CN(C1)C3c1ccc(Br)cc1O)C2 (stereo not given) : 11% | -10% | -8% | -2% | 2% | 8 | u | 7% | 0%
Record of Cc1cc(NC(=O)CN2C(=O)/C(=C/c3cccc(Br)c3)SC2=S)no1 : 1% | -11% | -7% | -2% | -4% | -8 | -13% | -17% | -5%
Record of CC(C)=CC(=O)OCC(=O)Nc1cccc([N+](=O)[O-])c1 : 1%[57.1 µM] | -21% | -1% | -5% | -1% | 28 | -11% | 18% | 0%

Other results:
compound	POLB inh	Pol eta inh	Pol kappa inh	PGK inhibitor	APEX1 inh	RXFP1 antagonist	Anesthetic bind	Pol iota inh	BLM helicase inh
O=C(O)CSc1nc2ccccc2o1	10%	0%	-8%	7%	7%	-3	-4%	19%	3%
Cc1cc(=O)n2nc(N3CCC(C(=O)N4CCN(C)CC4)CC3)sc2n1	12%	-8%	-12%	0%	-1%	1	-7%	8%	-1%
O=C(Cn1nnc(-c2ccccc2Cl)n1)NCc1ccc2c(c1)OCO2	u	-8%	-21%	-3%	-2%	0	-15%	-10%	-3%
COc1ccccc1CNC(=O)C(=O)NCC(c1cccs1)S(=O)(=O)c1cccs1 (stereo not given)	10%	-12%	-5%[60.1 µM]	7%	x	x	8%	10%	-3%
COc1ccc(C(=O)N2CCN(c3ccc(C(C)=O)cc3F)CC2)cc1S(=O)(=O)NC1CC1	x	-10%	-1%	i	5%	-3	x	14%	x
CNC(=O)c1c(NC(NC(=O)c2ccco2)C(=O)c2ccc(Cl)cc2)sc2c1CCCC2 (stereo not given)	29%	-15%	-8%	-5%	-6%	-6	u	58%[activator]	-7%
N#CC(=C(O)CN1CCN(c2ccccc2F)CC1)c1nc(-c2ccc(Cl)cc2)cs1	x	-13%	-17%	2%	x	-17	x	10%	x
CCCOc1ccc(CNC(=O)c2[nH]c3cc(OC)ccc3c2Sc2ccccc2)cc1	u	-16%	-4%	i	x	-16	-2%	46%[activator]	-9%
CCOC(=O)c1c(C)[nH]c(C)c1S(=O)(=O)N(C)CC(=O)Nc1cccc(Cl)c1C	-7%	-20%	-10%	3%	x	x	-8%	14%	-1%
CC(=O)c1cc(Cl)ccc1OCC(=O)NC1CCCC1	x	-7%	9%	-7%	-3%	8	x	23%	x
CONC(=O)C1CCN(C(=O)OCc2ccccc2)CC1	-6%	-6%	-21%	-3%	10%	2	-9%	3%	4%
CC12CCC(=O)N1C(C(=O)NCCN1C(=O)S/C(=C\c3ccc(F)cc3)C1=O)CS2 (stereo not given)	x	-19%	-12%	8%	1%	-9	x	28%	x

Next compounds.
compound	POLB inh	Pol eta inh	Pol kappa inh	PGK inhibitor	APEX1 inh	RXFP1 antagonist	Anesthetic bind	Pol iota inh	BLM helicase inh
CCOC(=O)C(Cc1ccc(O)c([N+](=O)[O-])c1)N1C(=O)c2ccccc2C1=O (stereo not given)	x	-8%	-1%	0%	x	-5	x	7%	x
Cc1ccc(-n2c(CCC(=O)O)ccc2-c2cccs2)cc1Cl	2.5µM*	1%	2%	-2%	x	-20	6%	u	-3%
Cc1cc(C)n(-c2nc3nonc3nc2-n2nc(C)cc2C)n1	-4%	-7%	1%	3%	2%	-2	-3%	12%	0%
CC1Oc2ccccc2N(CC(=O)Nc2ccccc2F)C1=O (stereo not given)	9%	-3%	-15%	-4%	39%	-4	41%[activator]	138%[activator]	-1%
CCC(=O)Nc1ccc(-c2csc(C)n2)cc1	7%	-12%	-8%	5%	3%	x	-2%	-2%	0%
CCCN(C(=O)c1ccc([N+](=O)[O-])c(C)c1)c1c(N)n(Cc2ccccc2)c(=O)[nH]c1=O	x	-11%	5%	-6%	25%	0	x	33%[activator]	x
COc1ccc(S(=O)(=O)N2CCOC2CNC(=O)C(=O)NCCCn2ccnc2)cc1OC (stereo not given)	16%	-2%	13%	i	-1%	-2	7%	13%	1%
COc1ccc(C(=O)/C=C/c2cn(CC(O)CN3CCc4ccccc43)c3ccccc23)cc1 (stereo not given)	-17%	-6%	-25%	-3%	x	x	-7%	-26%	-11%
Cc1sc(=NC(=O)c2ccco2)n(C)c1-c1ccc(F)cc1	21%	-13%	-4%	3%	-11%	7	-7%	0%	-1%
COc1ccc(NS(=O)(=O)c2cccc(C(=O)N3CCCC3)c2)cc1	x	4%	-7%	-2%	6%	0	x	18%	x
COc1ccc(N2CCN(c3ccc(NC(=O)C4CCCCC4)cc3C#N)CC2)cc1	-1%	-9%	-3%	0%	5%	-21	-5%	3%	-4%
COc1ccc(S(=O)(=O)Nc2ccccc2C(=O)NC(C)C)cc1OC	26%	-7%	-2%	-1%	0%	-3	-7%	-7%	0%

Other entries
compound	POLB inh	Pol eta inh	Pol kappa inh	PGK inhibitor	APEX1 inh	RXFP1 antagonist	Anesthetic bind	Pol iota inh	BLM helicase inh
Cc1cc(C)cc(NC(=O)CCCSc2nc3ccccc3[nH]2)c1	-3%	-24%	-16%	-2%	-5%	-7	-18%	4%	-2%
CC(C)Cc1nnc(NC(=O)c2cc([N+](=O)[O-])ccc2N2CCOCC2)s1	u	-12%	u	4%	11%	3	-12%	-1%	-3%
Cc1ccccc1Cn1cc(NC(=O)c2noc(C(C)C)c2[N+](=O)[O-])cn1	-8%	-26%	-9%	-8%	-8%	-2	u	12%	-3%
CCS(=O)(=O)N1CCCC(C(=O)NCCc2ccccc2)C1 (stereo not given)	0%	-2%	-3%	x	-2%	14	-7%	20%	-1%
Cc1cccc(CN2CCC(CNC(=O)c3c(C)oc4ncnc(N5CCCCC5)c34)CC2)c1	22%	-11%	-2%	i	x	x	-7%	3%	-11%
O=C(Cn1cc[n+](Cc2ccccc2)c1)c1ccc([N+](=O)[O-])cc1	43%	-17%	4%	-3%	-5%	2	-21%	-27%	0%
O=C(Nc1ccc(S(=O)(=O)Nc2cnc3ccccc3n2)cc1)c1cc(F)c(F)cc1Cl	26%	-18%	-8%	5%	-4%	-16	-13%	84%[activator]	-4%
